Compound activity (PubChem BioAssay)
eLon inh: inhibitors of E. coli Lon protease, primary screen, biochemical, fluorescence polarization. purified E. coli Lon protease. inhibition, % at 7.94 µM. 360,000 tested, 0.42% active. AID 602123, 2011; in the data active = inhibition above about 13%, passing the limit was not always enough;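 also: 0% = enzyme with probe and DMSO and 100% = no enzyme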
Target sequence (P0A9M0 whole entry, looked up): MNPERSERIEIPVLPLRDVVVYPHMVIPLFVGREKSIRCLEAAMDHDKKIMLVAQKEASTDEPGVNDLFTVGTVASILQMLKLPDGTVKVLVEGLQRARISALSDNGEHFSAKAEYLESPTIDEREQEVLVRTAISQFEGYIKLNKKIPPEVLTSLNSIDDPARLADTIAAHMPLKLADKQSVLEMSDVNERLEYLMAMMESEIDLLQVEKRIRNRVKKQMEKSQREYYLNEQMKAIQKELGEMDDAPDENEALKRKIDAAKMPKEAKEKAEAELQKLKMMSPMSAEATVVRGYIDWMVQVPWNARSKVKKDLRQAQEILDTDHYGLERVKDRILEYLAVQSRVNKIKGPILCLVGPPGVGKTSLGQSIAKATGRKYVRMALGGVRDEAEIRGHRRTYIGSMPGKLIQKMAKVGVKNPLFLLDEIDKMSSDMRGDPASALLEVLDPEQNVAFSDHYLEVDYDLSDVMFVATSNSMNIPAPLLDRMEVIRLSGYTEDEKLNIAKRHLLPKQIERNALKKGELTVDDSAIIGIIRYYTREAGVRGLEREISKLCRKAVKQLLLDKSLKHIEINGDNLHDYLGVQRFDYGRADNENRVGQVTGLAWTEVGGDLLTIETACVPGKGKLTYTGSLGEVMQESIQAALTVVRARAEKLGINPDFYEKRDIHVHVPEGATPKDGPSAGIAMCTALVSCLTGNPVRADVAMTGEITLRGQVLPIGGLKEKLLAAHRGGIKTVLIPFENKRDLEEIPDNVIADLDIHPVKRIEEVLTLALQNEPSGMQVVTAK
LMPTP block: LMPTP phosphatase inhibitors, primary screen, biochemical, fluorescence intensity, uHTS; Low molecular weight phosphotyrosine protein phosphatase (Homo sapiens), P24666; recombinant LMPTP-A, OMFP fluorogenic substrate; inhibition, % at 20 µM; 360,000 tested, 0.22% active; AID 651560, 2012;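 active = compounds that cut the enzyme signal by at least half of the control window in the single-dose screen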;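 also: plate controls were DMSO wells with enzyme plus substrate for no effect and substrate without enzyme for full effect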
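Test system – LMPTP-A phosphatase enzyme · Quantity – 0.625 nM LMPTP-A final · Reagent – OMFP substrate, 400 µM final · Dosing – one test concentration per compound, 20 µM, with 3% DMSO overall · Timing – 50 min enzyme reaction at room temperature, protected from light · Detection – fluorescence intensity · Controls – substrate-only low control, DMSO enzyme-plus-substrate high control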
DNMT1 inh: human DNMT1 methyltransferase inhibitors, primary screen, biochemical, molecular beacon, fluorescence, HinP1I cleavage, uHTS; inhibition (reported as % activation of signal), % at 10 µM; 360,000 tested, 0.83% active; AID 588458, 2011; in the data active = inhibition above about 50%
STEP inh: STEP phosphatase inhibitors, primary screen, biochemical, fluorescence intensity, uHTS; inhibition, % at 20 µM; Tyrosine-protein phosphatase non-receptor type 5 (Homo sapiens), P54829; recombinant STEP, OMFP fluorogenic substrate; 360,000 tested, 0.25% active;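 active = inhibition at 20 µM, scaled per plate between control wells, above about 37%, limit read from the data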;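 also: 0% = DMSO with enzyme and substrate and 100% = substrate only without enzyme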
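System: STEP phosphatase, cell-free reaction; Buffer or medium: Bis-Tris pH 6.0 buffer with DTT, detergent; Incubation: 20 min at room temperature, dark; Measured by: fluorescence, 480/540 nm.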
Scp1 inh: Scp-1 phosphatase inhibitors, primary screen, biochemical, colorimetric, uHTS | Carboxy-terminal domain RNA polymerase II polypeptide A small phosphatase 1 (Homo … | Recombinant Scp1, phosphopeptide, malachite green phosphate absorbance | inhibition, % at 20 µM | 340,000 tested, 0.88% active | AID 493091, 2011;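 active = inhibition above about 50% at 20 µM, limit read from the data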;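 also: plate controls were DMSO wells with enzyme for no effect and wells lacking enzyme for full effect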
Target sequence (Q9GZU7 76-261 limits assumed): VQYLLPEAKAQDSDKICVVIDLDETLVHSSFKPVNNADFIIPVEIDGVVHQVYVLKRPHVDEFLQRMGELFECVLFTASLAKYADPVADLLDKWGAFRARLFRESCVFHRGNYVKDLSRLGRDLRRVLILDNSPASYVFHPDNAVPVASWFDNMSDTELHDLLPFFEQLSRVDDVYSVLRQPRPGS
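Material: truncated SCP-1 phosphatase (76-261aa) / Buffer or medium: 50 mM Tris acetate pH 5.5, 0.005% Tween-20, 10 mM MgCl2 / Compound dosing: one concentration, 20 µM, with 1.0% DMSO / Incubation: 45 min room-temperature reaction, 5 min colour, 30 min stabiliser / Detection: colorimetric free-phosphate detection, absorbance 630 nm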
NRP1-CendR mod: modulators of CendR peptide binding to NRP-1, primary screen, biochemical, fluorescence polarization, uHTS | inhibition, % at 25 µM | FAM-RPARPAR peptide binding to NRP-1 | Neuropilin-1 (Homo sapiens), O14786 | 360,000 tested, 0.85% active;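 active = inhibition or corrected inhibition above about 18%, plus a signal ratio from 0.5 to 1.5, limit read from the data, passing the limit was not always enough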; also: strong numbers were not always called active
MsrA inh: bovine MsrA enzyme inhibitors, primary screen, biochemical, absorbance, HTS. purified bovine MsrA, absorbance read-out. inhibition, % at 15.5 µM. 360,000 tested, 0.75% active. AID 651718, 2012; in the data active = inhibition above about 4.5%;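 also: 0% = vehicle wells with enzyme and 100% = reference inhibitor wells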
MsrA act: bovine MsrA enzyme activators, primary screen, biochemical, absorbance, HTS | purified bovine MsrA, absorbance read-out | activation, % at 10.6 µM | 360,000 tested, 0.3% active | AID 602163, 2012; in the data active = activation above about 7.5%;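 also: 0% = vehicle and 100% = reference activator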
SUMO1-SIM PPI: modulators of SUMO1 protein-protein interactions, primary screen, biochemical, uHTS. Small ubiquitin-related modifier 1 (Homo sapiens), P63165. SUMO1 binding to a labelled peptide, TR-FRET, 1 h. inhibition, % at 20 µM. 360,000 tested, 0.33% active. AID 602429, 2012; in the data active = inhibition above about 37%
Target sequence (P63165 whole entry, looked up): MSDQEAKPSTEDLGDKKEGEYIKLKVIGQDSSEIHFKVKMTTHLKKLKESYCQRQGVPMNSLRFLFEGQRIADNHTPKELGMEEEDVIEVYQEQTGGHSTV
Tb MetRS inh: T. brucei MetRS inhibitors, primary screen, biochemical, luminescence; inhibition, % at 11.9 µM; methionyl-tRNA synthetase (Trypanosoma brucei brucei); purified T. brucei MetRS, ATP depletion, Kinase-Glo luminescence; 360,000 tested, 0.4% active; AID 624268, 2012;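 active = inhibition above a per-plate cutoff of the control wells' mean inhibition plus 3 SD, cut at about 5.5% in these data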;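 also: 0% = DMSO wells median and 100% = median of wells with control inhibitor compound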
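Dosing: 11.9 µM single point; system: parasite MetRS enzyme; technique: luminescence of leftover ATP; times: 15 min enzyme-compound preincubation, 2 h reaction, 10 min detection, 25 °C; replicates: each compound tested once; read-out basis: percent inhibition relative to median high and low control wells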
* = called active by the depositor; . = not tested or not shown.

no. | eLon inh | LMPTP block | DNMT1 inh | STEP inh | Scp1 inh | NRP1-CendR mod | MsrA inh | MsrA act | smiles | SUMO1-SIM PPI | Tb MetRS inh
1 | 1 | -1.5 | -1 | -1 | -11 | 10 | 1.5 | -4 | NS(=O)(=O)c1ccc(CCNC(=O)CSc2nnc3ccccn23)cc1 | -1 | -0.4
2 | 2 | -1.4 | 16 | 2 | -3 | -6 | -1.0 | -1 | COc1ccc(C(=O)NC2CCCc3ccccc32)cc1OC1CCN(C(C)=O)CC1 (centres undefined) | -2 | -0.4
3 | -1 | 3.1 | 2 | 1 | -11 | 11 | -0.5 | -3 | CCc1nonc1NC(=O)c1oc2c(C)c(C)ccc2c1C | -5 | 0.3
4 | -6 | -0.7 | 0 | -2 | . | -2 | -0.5 | -2 | Cc1ccc(C(=O)OCC(=O)NC2CCCC(C)C2C)s1 (centres undefined) | 2 | -0.2
5 | 2 | -1.4 | -2 | 5 | -13 | 2 | 0.5 | -1 | Cc1ccc(C(=O)NC(=S)NNC(=O)c2cccc([N+](=O)[O-])c2)cc1 | -21 | 0.1
6 | -3 | 3.3 | -1 | 0 | -11 | -4 | -0.3 | -1 | COc1cc(CN2CCN(Cc3cn(C)c4ccccc34)CC2CCO)cc(OC)c1 (centres undefined) | 2 | -0.2
7 | 2 | 1.8 | 2 | 1 | -3 | 4 | 1.9 | -9 | Cc1sc(NC(=O)c2ccco2)nc1-c1ccccc1 | 1 | -1.5
8 | -3 | -1.5 | 2 | 4 | -8 | -8 | 0.0 | -1 | Cc1noc(C)c1C(=O)NC1CCCc2ccccc21 (centres undefined) | 0 | 0.4
9 | -12 | -0.9 | -3 | 0 | -7 | 1 | 1.1 | -2 | C=CCOC(=O)CC(NC(=O)c1ccccc1)c1ccccc1 (centres undefined) | 0 | -0.9
10 | -12 | 0.6 | 7 | -4 | . | -7 | 0.2 | -2 | CC(=O)c1cccc(-c2ccnc3c2CC(C(=O)NCc2ccc(F)c(F)c2)O3)c1 (centres undefined) | 7 | -0.3
11 | -12 | -0.9 | 1 | 1 | . | 4 | -0.8 | -2 | CN(C)Cc1csc(NC(=O)Nc2ccccc2Cc2ccccc2)n1 | 1 | -0.2
12 | 0 | -1.7 | 0 | -3 | -6 | 1 | 0.3 | -2 | CC(=O)CSc1ncnc2scc(-c3ccc(F)cc3)c12 | -3 | 0.3
13 | -1 | -0.2 | 0 | 4 | 0 | -3 | -1.1 | -12 | CCN1C(=O)C2(C(C#N)=C(N)Oc3n[nH]c(COC)c32)c2ccccc21 (centres undefined) | -2 | -0.6
14 | -9 | 1.2 | 1 | 6 | -2 | 7 | 0.3 | -2 | Cc1nc(N2CCC(C)CC2)c2oc3ccccc3c2n1 | 0 | -0.3
15 | -5 | -1.3 | 2 | 1 | -8 | 3 | 0.1 | -9 | O=S(=O)(c1cccc(-c2nc3n(n2)Cc2ccccc2-3)c1)N1CCCC1 | 8 | -1.3
16 | -2 | -0.1 | 2 | -3 | -9 | -2 | -0.6 | -4 | O=[N+]([O-])c1ccccc1S(=O)(=O)Nc1ccn(Cc2c(F)cccc2Cl)n1 | 1 | -0.4
17 | -10 | -1.0 | 1 | -2 | -1 | 4 | 1.4 | -1 | C=CCn1c(SCC(=O)Nc2cccc(S(N)(=O)=O)c2)nnc1C1CCCCC1 | 2 | -0.1
18 | 3 | -0.6 | -16 | 0 | -8 | 8 | 0.7 | -1 | CCOc1ccccc1NC(=O)COC(=O)C(CC)c1ccccc1 (centres undefined) | -1 | -0.5
19 | -3 | 1.0 | 2 | 2 | 8 | 9 | 0.6 | -2 | Cc1cccc(NC(=S)NCCc2ccc(F)cc2)c1C | 0 | -0.3
20 | 7 | 2.1 | -6 | 0 | -10 | -1 | 0.3 | 0 | Cc1ccccc1CS(=O)(=O)Cc1ccc(C(=O)NCCc2ccccc2)o1 | -5 | -0.4
21 | -3 | 0.7 | 3 | 0 | -4 | -2 | 0.1 | -6 | Cc1nn(Cc2c(F)c(F)c(F)c(F)c2F)c(C)c1NC(=O)c1ccc(COc2ccccc2Cl)cc1 | 2 | -0.9
22 | -2 | 4.4 | -7 | 4 | -8 | 7 | 0.6 | -3 | Cc1ccc(NC(=O)NC(=O)CN2CCN(c3ccc(O)cc3)CC2)c(C)c1 | 4 | -0.3
23 | -1 | -1.1 | 153* | 1 | 0 | -17 | -0.3 | -3 | Oc1ccc(-c2cn3ccccc3n2)cc1 | -2 | -2.0
24 | 8 | 1.7 | -1 | -1 | 7 | 2 | -0.1 | -3 | Cc1ccccc1C(=O)Nc1cc(-c2cc(C(C)(C)C)oc2C)nn1C | -1 | -0.6
25 | -3 | -0.3 | -6 | -1 | -2 | 11 | -0.8 | -2 | CCOC(=O)C1CCCN(C(=O)c2cc3ccccc3oc2=O)C1 (centres undefined) | -1 | -0.4
26 | 2 | 2.3 | -3 | 14 | -4 | 8 | . | -2 | COc1ccc(-c2nc(NC(=O)c3cc(C(C)(C)C)nn3C)sc2C)cc1 | -2 | 0.7
27 | 6 | -2.2 | 3 | 1 | -12 | 12 | -1.2 | -2 | c1ccc(Cn2nnc3ccccc32)cc1 | 3 | -0.1
28 | 18 | 75* | 88* | 96* | 88* | 4 | 1.9 | 1 | O=[N+]([O-])c1ccc(C=NNC(=S)NN=Cc2ccc([N+](=O)[O-])cc2)cc1 | 92* | 0.1
29 | 1 | -2.1 | -2 | 3 | -1 | 1 | 3.7 | -6 | O=C(CNC(=O)c1ccc(S(=O)(=O)N2CCCCC2)cc1)N/N=C/c1ccco1 | -5 | -0.7
30 | 1 | -1.4 | 0 | -6 | 7 | -16 | -0.2 | -6 | N#CC1=C(N)NC(SCC(=O)O)=C(C#N)C12CCCC2 | 16 | 0.3
31 | 3 | 1.2 | -2 | -2 | -10 | 4 | -0.5 | -8 | O=C(Nc1ccc(-c2csc(-c3ccccc3)n2)cc1)c1ccccc1 | -3 | -2.3
32 | -4 | 0.7 | 10 | 2 | -14 | -4 | 0.8 | -2 | CC1(C)[C@@H](O)CC[C@]2(C)[C@H]3C(=O)C=C4[C@@H]5C[C@@](C)(C(=O)O)CC[C@]5(C)CC[C@@]4(C)[C@]3(C)CC[C@@H]12 | 28 | -0.8
33 | -17 | -0.7 | 6 | 0 | -8 | -8 | 1.1 | -3 | Cc1cccc(C)c1NC(=O)CNC(=O)CN1C(=O)NC2(CCc3ccccc32)C1=O (centres undefined) | 6 | -0.2
34 | 3 | 0.7 | 3 | 0 | -7 | 4 | -0.4 | -3 | Cc1cc(NC(=O)CSc2ccccn2)cc(NC(=O)CSc2ccccn2)c1 | 2 | 0.1
35 | -3 | -0.7 | 0 | -2 | 10 | 6 | -0.3 | 1 | CCCCC(=O)NCCNc1nc2c(c(=O)n(C)c(=O)n2C)n1Cc1ccc(F)cc1 | 4 | -0.3
36 | -19 | 90* | 12 | 22 | 67* | -150 | 0.9 | -5 | Cc1c(CCC(=O)O)c(=O)oc2c(C)c3occ(-c4ccc(Br)cc4)c3cc12 | 52* | -0.2
37 | -6 | -2.1 | 2 | -1 | -4 | -2 | -0.6 | -8 | COc1ccccc1-c1cn(C(C)(C)C)nc1C | -1 | -0.6
38 | -1 | -2.0 | 0 | 1 | 7 | 4 | -0.3 | -10 | NC(=O)C1CCN(C(=O)c2ccc(Cl)c(S(=O)(=O)NCc3ccco3)c2)CC1 | 0 | -0.4
39 | 1 | 0.5 | 1 | 4 | 6 | -4 | -0.2 | -3 | Cc1cc(C)cc(NC(=S)N2CCC(NC(=O)c3ccco3)CC2)c1 | 6 | -0.2
40 | 19* | -1.5 | 4 | 0 | -4 | 2 | 2.4 | -2 | CCC(c1nnc(SC(C)C(=O)NC2CC2)n1-c1ccc(OC)cc1)N(C)C (centres undefined) | 3 | -0.5
41 | 1 | -0.8 | -16 | 1 | -9 | -3 | 0.5 | 7 | O=C(COc1cccc2ccccc12)NNC(=O)Nc1ccccc1 | -8 | 0.2
42 | -3 | 0.0 | 2 | -2 | -5 | -4 | 1.9 | -3 | CCCCNc1c(NC(C)=O)c(=O)oc2ccccc12 | -2 | -0.2
43 | -19 | -0.8 | -6 | -1 | -5 | -5 | 0.9 | -3 | Cc1cccc(NC(=O)c2cccc([N+](=O)[O-])c2O)c1C | -24 | -0.4
44 | -5 | 0.2 | 11 | 1 | -8 | 20 | -0.2 | -3 | Cn1nnnc1Sc1ncnc2scc(-c3ccc(C(F)(F)F)cc3)c12 | 1 | -0.3
45 | 3 | -1.6 | -1 | -3 | -3 | -17 | -0.8 | -2 | CCc1c(C(=O)NNC(=S)NCC2CCCO2)csc1C (centres undefined) | -2 | -0.8
46 | -3 | -0.1 | 3 | -2 | 0 | 2 | -0.1 | -1 | CC(C)(C)c1ccc(OCC(=O)NNC(=O)Cc2cccs2)cc1 | -3 | -0.8
47 | 1 | 2.3 | -5 | 4 | -13 | -14 | -0.2 | -6 | CCOC(=O)c1oc2ccccc2c1NC(=O)c1cc(OC)cc(OC)c1 | -2 | -1.0

A draw from above in order of formula weight, rising.
no. | eLon inh | LMPTP block | DNMT1 inh | STEP inh | Scp1 inh | NRP1-CendR mod | MsrA inh | MsrA act | smiles | SUMO1-SIM PPI | Tb MetRS inh
37 | -6 | -2.1 | 2 | -1 | -4 | -2 | -0.6 | -8 | COc1ccccc1-c1cn(C(C)(C)C)nc1C | -1 | -0.6
45 | 3 | -1.6 | -1 | -3 | -3 | -17 | -0.8 | -2 | CCc1c(C(=O)NNC(=S)NCC2CCCO2)csc1C (centres undefined) | -2 | -0.8
41 | 1 | -0.8 | -16 | 1 | -9 | -3 | 0.5 | 7 | O=C(COc1cccc2ccccc12)NNC(=O)Nc1ccccc1 | -8 | 0.2
46 | -3 | -0.1 | 3 | -2 | 0 | 2 | -0.1 | -1 | CC(C)(C)c1ccc(OCC(=O)NNC(=O)Cc2cccs2)cc1 | -3 | -0.8
40 | 19* | -1.5 | 4 | 0 | -4 | 2 | 2.4 | -2 | CCC(c1nnc(SC(C)C(=O)NC2CC2)n1-c1ccc(OC)cc1)N(C)C (centres undefined) | 3 | -0.5
